NCI-60 one-dose screen, 48 h, at 10 µM unless noted. Numbers give growth in % (100 = growth as untreated, 0 = no growth, -100 = all killed).
SN12C = SN12C renal cancer cells. 3.8% of 81,000 active
DU-145 = DU-145 prostate cancer. 4.2% of 81,000 active. AID 1794760
PC-3 = PC-3 prostate cancer cells | 3.9% of 80,000 active
UO-31 = UO-31 renal cancer | 5.2% of 81,000 active | AID 1794768
TK-10 = TK-10 renal cancer cells; 3.9% of 81,000 active
SF-295 = SF-295 CNS cancer cells. AID 1794758. 5.6% of 79,000 active
786-0 = 786-0 renal cancer cells. 5.1% of 81,000 active
SF-539 = SF-539 CNS cancer; 6.8% of 81,000 active
U251 = U251 CNS tumor cells. 5.4% of 80,000 active. AID 1794753
The depositor's hits bear a star; nt = not tested or not shown; & = joins results of further samples. How the source made its calls: active means growth percent below 10; inactive means the rest. This is a subset (hit frequency here may not be typical).

SMILES	SN12C	DU-145	PC-3	UO-31	TK-10	SF-295	786-0	SF-539	U251
CCn1c(C(=O)N(C2CC2)C2CC2)cc2c3c(ncn3C)c(Nc3cc(C)n(C)n3)nc21	78	83	94	45	80	80	83	61	85
CC12CCC(CC1)C(C)(C)O2	103	110	100	87	94	91	95	103	103
CN(C)CCOC(C)(c1ccccc1)c1ccccn1 (stereo not given)	99	120	101	88	nt	101	98	111	101
CCCCC(O)c1ccccc1 (stereo not given)	109	108	98	94	106	104	104	106	98
COc1ccc(/C=C/C(C)=N/OCC(N)=O)cc1	105	118	100	95	112	95	108	103	90
CC1=CCC2C(=O)OC(=O)C2C1 (stereo not given)	80	110	104	88	98	89	101	95	105
COc1cc(C2NC(=S)NC(C)=C2C(=O)Nc2ccc(S(N)(=O)=O)cc2)cc(OC)c1OC (stereo not given)	101	125	114	90	106	100	107	105	113
Brc1cnc2[nH]cc(-c3nnc(-c4ccccc4)s3)c2c1	86	64	82	38	87	97	96	93	79
CC(C)C[C@@H](C(=O)N[C@H](C(=O)OC1CCCC1)c1ccccc1)[C@H](O)C(=O)NO	87	68	50	51	70	61	68	52	46
Cn1cc(C(=O)c2nc(-c3cn(C)c4ccccc34)no2)c2cc(Br)ccc21	96	102	89	84	93	90	100	98	81
CC(C(=O)O)c1ccc(C(=O)c2cccs2)cc1 (stereo not given)	113&97	108&111	106&94	88&89	93&103	114&100	104&103	97&101	108&97
COc1ccc2[nH]cc(-c3nnc(N)nc3-c3cn(C)c4ccc(OC)cc34)c2c1	97	106	106	80	93	107	94	98	99
Cc1nc(N)sc1-c1ccnc(Nc2ccc(N3CCOCC3)cc2)n1	50	33	38	20	40	25	35	26	28
CC(O)CN(C)C (stereo not given)	106	102	98	89	92	102	97	107	98
CCOC(=O)c1ccc(N)cc1	103&55	89&95	93&94	80&75	100&107	106&118	94	101&83	94&95
Cn1c(O)c(N=NC(N)=S)c2ccccc21	101&105	105&112	102&94	97&78	106&122	110&99	89	100&97	107&95
CC(=O)c1ccc2c(c1)N(CCCN(C)C)c1ccccc1S2	90&88	103&107	82&76	71&52	115&97	101&103	82&81	80&100	88&98
CN(C)C/C=C/C(=O)Nc1cc2c(Nc3ccc(F)c(Cl)c3)ncnc2cc1O[C@H]1CCOC1	3.6*	-8.0*	5.5*	12	-10*	30	8.7*	-85*	-4.0*
OC1CCC(Nc2ncc3nc(Nc4c(F)cc(F)cc4F)n([C@H]4CCOC4)c3n2)CC1 (stereo not given in full)	89	77	90	54	45	101	81	102	73
Cn1cc(-c2nnc(-c3cn(C)c4ncc(Br)cc34)s2)c2cc(F)ccc21	94	103	99	79	125	99	105	99	101
C=CC1=C(C(=O)O)N2C(=O)[C@@H](NC(=O)/C(=N\O)c3csc(N)n3)[C@H]2SC1 (stereo in doubt)	112	113	95	92	122	104	105	95	92
CN(C)C[C@@H]1CCn2cc(c3ccccc32)C2=C(C(=O)NC2=O)c2cn(c3ccccc23)CCO1	-60*	13	0.2*	-49*	12	21	-70*	-93*	-71*
OCCN1CCN(CCCN2c3ccccc3Sc3ccc(Cl)cc32)CC1	73&50	96&97	67&48	45&36	75&48	68&52	71&53	83&80	73&58
COc1cc2c(Oc3ccc(NC(=O)C4(C(=O)Nc5ccc(F)cc5)CC4)cc3F)ccnc2cc1OCCCN1CCOCC1	14	16	7.4*	-74*	-5.5*	-83*	-76*	-90*	-58*
Cn1cc(-c2nnc(-c3cn(C)c4ncccc34)o2)c2cc(F)ccc21	90	108	82	55	120	97	102	97	103

Next entries follow:
SMILES	SN12C	DU-145	PC-3	UO-31	TK-10	SF-295	786-0	SF-539	U251
Nc1nnnn1-c1ccccc1	106	122	95	105	95	96	102	106	108
Cn1cc(C(=O)c2nc(-c3cn(C)c4ccc(F)cc34)no2)c2cc(Br)ccc21	96	100	84	75	105	97	108	108	98
COc1ccc(C(=O)CC(=O)c2ccc(C(C)(C)C)cc2)cc1	94	96	107	71	123	110	94	102	90
CC(=O)c1ccc(S(=O)(=O)NC(=O)NC2CCCCC2)cc1	101	114	95	93	118	108	107	113	98
COc1ccc2[nH]cc(-c3nnc(N)nc3-c3cn(C)c4ccccc34)c2c1	101	117	105	85	102	96	95	94	102
Cn1cc(-c2nnc(N)nc2-c2c[nH]c3ccc(F)cc23)c2ccccc21	104	107	89	74	125	99	89	103	99
C[C@H](COc1ccccc1)N[C@H](C)[C@H](O)c1ccc(O)cc1	98	111	104	92	116	100	104	103	99
Cn1cc(-c2nnc(-c3ccccc3)o2)c2cc(Br)cnc21	88	111	93	67	118	100	103	95	94
CN1CCOC(c2ccccc2)c2ccccc2C1 (stereo not given)	102	108	88	82	101	95	96	117	100
Cc1nc2ccccn2c(=O)c1CCN1CCC(C(=O)c2ccc(F)cc2)CC1	84	120	84	74	128	95	114	100	96
CCN(CC)CCNC(=O)c1cc(Cl)c(N)cc1OC	100	113	101	87	119	98	98	110	99
CC(=O)O[C@]1(C(C)=O)CCC2C3C=C(Cl)C4=CC(=O)[C@@H]5C[C@@H]5[C@]4(C)C3CC[C@@]21C (stereo not given in full)	78	105	63	68	nt	73	90	104	84

Compounds from the list above containing a carbonyl joined to an NH by a bond outside any ring, in the order listed:
SMILES	SN12C	DU-145	PC-3	UO-31	TK-10	SF-295	786-0	SF-539	U251
COc1ccc(/C=C/C(C)=N/OCC(N)=O)cc1	105	118	100	95	112	95	108	103	90
COc1cc(C2NC(=S)NC(C)=C2C(=O)Nc2ccc(S(N)(=O)=O)cc2)cc(OC)c1OC (stereo not given)	101	125	114	90	106	100	107	105	113
CC(C)C[C@@H](C(=O)N[C@H](C(=O)OC1CCCC1)c1ccccc1)[C@H](O)C(=O)NO	87	68	50	51	70	61	68	52	46
CN(C)C/C=C/C(=O)Nc1cc2c(Nc3ccc(F)c(Cl)c3)ncnc2cc1O[C@H]1CCOC1	3.6*	-8.0*	5.5*	12	-10*	30	8.7*	-85*	-4.0*
C=CC1=C(C(=O)O)N2C(=O)[C@@H](NC(=O)/C(=N\O)c3csc(N)n3)[C@H]2SC1 (stereo in doubt)	112	113	95	92	122	104	105	95	92
COc1cc2c(Oc3ccc(NC(=O)C4(C(=O)Nc5ccc(F)cc5)CC4)cc3F)ccnc2cc1OCCCN1CCOCC1	14	16	7.4*	-74*	-5.5*	-83*	-76*	-90*	-58*
CC(=O)c1ccc(S(=O)(=O)NC(=O)NC2CCCCC2)cc1	101	114	95	93	118	108	107	113	98
CCN(CC)CCNC(=O)c1cc(Cl)c(N)cc1OC	100	113	101	87	119	98	98	110	99
